Assay outcomes from PubChem.
NF-kB neuron act = compounds increasing NF-kB expression in human neuronal cells. NF-kB reporter expression; hits give high values. fold change at 12.5 µM. 1.6% of 190,000 active. AID 1239; in the data active = fold change above about 3.3
APP 5'UTR act = APP 5'UTR luciferase reporter activation; AID 1276; activation, % at 2 µM; 1% of 190,000 active; SH-SY5Y APP 5'UTR luciferase reporter, luminescence; zero percent = DMSO vehicle wells;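 active = activation above a set limit, based on mean plus 3 SD of controls, cut at about 140% in these data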; also: values of inactives mirror those of a sister screen read the other way
Hsp70 activator = switches on Hsp70 transcription | activation, % at 10 µM | 0.04% of 200,000 active | HeLa Hsp70 promoter luciferase reporter, luminescence; scaled: vehicle 0, proteasome-inhibitor control 100%;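 active = activation above the mean across all tested compounds plus 3 SD, cutoff set per campaign, cut at about 5.5% in these data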;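 also: 100% = MG132 at 30 µM as the positive control and 0% = DMSO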
TLR4 MyD88 comp = blocks binding of human TLR4 to MyD88. 0.18% of 200,000 active. AID 861. HeLa CL3-4 TLR4/MyD88 BLA complementation, FRET ratio. inhibition, % at 8.4 µM. O00206+Q99836; in the data active = inhibition above about 25%;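 also: 0% = vehicle and 100% = reference inhibitor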
Target sequence (O00206 whole entry, looked up): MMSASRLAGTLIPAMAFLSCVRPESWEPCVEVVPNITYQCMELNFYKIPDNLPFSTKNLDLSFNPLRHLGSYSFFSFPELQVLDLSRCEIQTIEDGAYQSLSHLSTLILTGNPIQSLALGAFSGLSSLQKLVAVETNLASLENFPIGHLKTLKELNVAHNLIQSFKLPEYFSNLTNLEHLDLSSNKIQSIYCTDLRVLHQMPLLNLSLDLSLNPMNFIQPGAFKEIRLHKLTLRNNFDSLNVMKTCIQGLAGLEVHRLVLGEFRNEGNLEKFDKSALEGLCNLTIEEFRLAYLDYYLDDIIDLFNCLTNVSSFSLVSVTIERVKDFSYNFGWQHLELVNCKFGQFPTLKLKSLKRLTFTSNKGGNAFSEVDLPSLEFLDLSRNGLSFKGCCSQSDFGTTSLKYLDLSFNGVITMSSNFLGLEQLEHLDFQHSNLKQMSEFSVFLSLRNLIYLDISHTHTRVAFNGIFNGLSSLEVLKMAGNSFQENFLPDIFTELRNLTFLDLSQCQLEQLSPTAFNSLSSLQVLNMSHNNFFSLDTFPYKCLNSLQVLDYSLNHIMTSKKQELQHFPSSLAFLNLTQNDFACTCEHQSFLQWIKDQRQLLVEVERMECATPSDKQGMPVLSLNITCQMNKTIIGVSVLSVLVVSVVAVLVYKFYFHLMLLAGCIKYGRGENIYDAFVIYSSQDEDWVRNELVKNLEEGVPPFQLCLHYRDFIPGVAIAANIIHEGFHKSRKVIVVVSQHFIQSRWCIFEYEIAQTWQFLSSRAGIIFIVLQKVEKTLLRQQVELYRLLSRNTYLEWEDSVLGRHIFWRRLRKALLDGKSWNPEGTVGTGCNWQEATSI
Target sequence (Q99836 whole entry, looked up): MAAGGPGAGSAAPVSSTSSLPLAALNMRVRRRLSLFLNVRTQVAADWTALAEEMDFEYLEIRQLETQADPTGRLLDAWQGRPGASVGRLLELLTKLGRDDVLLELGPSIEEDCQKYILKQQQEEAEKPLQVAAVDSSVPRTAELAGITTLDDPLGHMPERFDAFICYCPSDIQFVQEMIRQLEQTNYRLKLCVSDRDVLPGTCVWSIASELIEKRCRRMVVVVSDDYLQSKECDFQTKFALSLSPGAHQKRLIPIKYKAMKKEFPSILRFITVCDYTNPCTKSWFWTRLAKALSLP
STAT3 blocker = inhibitors of IL-6 induced STAT3 signaling | 0.89% of 190,000 active | U3A cells, IL-6 STAT3-luciferase reporter, luminescence; host cell line lacks STAT1 | inhibition, % at 5.5 µM;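 active = inhibition above the mean inhibition across all screened compounds plus 3 SD, cut at about 44% in these data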;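 also: 0% = DMSO only wells and 100% = 100 µM nifuroxazide control wells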
STAT1 activator = STAT1 signaling activation; AID 932; 2.6% of 200,000 active; NIH 3T3 STAT1-luciferase reporter, IFN-gamma, luminescence; 100% = IFN-gamma alone, no compound; activation (% of control), % at 5.5 µM;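 active = activation above the screen-wide mean activation plus 3 SD, cut at about 130% in these data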;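 also: raw ratio to IFN-gamma control signal so 100% means no change and 0% no light; values of inactives mirror those of a sister screen read the other way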
STAT1 blocker = inhibitors of IFN-gamma induced STAT1 signaling | AID 920 | 0.35% of 200,000 active | NIH 3T3 STAT1-luciferase reporter, luminescence | inhibition, % at 5.5 µM;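 active = inhibition above a set limit, the mean inhibition across all tested compounds plus 3 SD, cut at about 34% in these data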;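 also: 0% = IFN-gamma with DMSO and 100% = IFN-gamma with 300 µM nifuroxazide; values of inactives mirror those of a sister screen read the other way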
Redox H2O2 prof = compounds producing H2O2 with reducing agent – biochemical, NIH compound library profiling, artefact control for MLSCN library redox annotation, primary screen; DTT-dependent redox cycling H2O2, phenol red/HRP absorbance; 100% = 100 µM peroxide control, 0% = buffer; activation, % at 10 µM; 0.03% of 200,000 active;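 active = activation of at least 50% relative to the plate's high and low controls in the primary single-dose screen; inactive = activation below 50%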;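 also: compound incubated with DTT at 0.8 mM final as the reducing agent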
STAT3 act = increases IL-6 driven STAT3 reporter signal. 0.91% of 190,000 active. AID 871. activation (% of control), % at 5.6 µM. U3A cells, IL-6 STAT3-luciferase reporter, luminescence; 100% = signal with IL-6 EC80 alone;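 active = activation above the screen-wide mean of compound activation plus 3 SD, cut at about 130% in these data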;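 also: 0% = background luminescence of wells with medium and substrate only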
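Material: human U3A cells carrying STAT3-luciferase construct. Measured by: reporter luminescence signal. Timing: compound 1 h, then IL-6 6 h at 37 °C.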
HMGR II inh = blocks class II HMG-CoA reductase of Enterococcus faecalis; purified E. faecalis HMGR, NADPH absorbance 340 nm kinetic; inhibition, % at 10 µM; 0.41% of 190,000 active; AID 1066;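 active = inhibition above a set limit, the median over all tested compounds plus 3 SD, cut at about 9.5% in these data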;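 also: enzyme runs in reverse so mevalonate oxidation gives rising NADPH absorbance; 0% = complete reaction with DMSO and 100% = background rate lacking mevalonate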
The depositor's hits bear a star; / = no result given.

SMILES	NF-kB neuron act	APP 5'UTR act	Hsp70 activator	TLR4 MyD88 comp	STAT3 blocker	STAT1 activator	STAT1 blocker	Redox H2O2 prof	STAT3 act	HMGR II inh
Fc1ccccc1NC(=S)N1CCC(c2ccccc2)C1 (stereo not drawn)	2.49	60.8	0.2	6.8	-3.1	145.9*	-49.4	0.8	108.3	1.6
CN(C)c1ccc(/C=N/NC(=O)c2ccc(CN3C(=O)c4cccc5cccc3c45)cc2)cc1	1.07	27.8	-0.2	-6.7	-1.1	103.8	-4.1	0.9	99.7	-6.2
CCC1(C)Cc2c(sc(NC(=S)NC(=O)c3ccccc3)c2C#N)CO1 (stereo not drawn)	1.09	30.0	-0.2	-10.9	2.0	107.1	-7.9	0.1	100.2	-1.6
COc1cc(/C=N/NC(=O)c2ccc(CSc3nncn3C)cc2)cc(OC)c1O	0.99	17.3	-0.2	2.8	3.8	99.6	-0.1	-0.5	98.6	-3.6
Cc1cccc(C(=O)N2CCc3c([nH]c4ccccc34)C2CC(C)C)n1 (stereo not drawn)	1.64	11.8	0.2	-16.4	-43.8	109.0	-12.4	0.5	145.3*	-8.3
COc1cc(C)c(S(=O)(=O)n2nnc3ccccc32)cc1C	1.12	-2.1	-0.1	11.9	3.0	103.4	-3.7	0.3	104.0	-2.5
Cc1csc(NC(=O)CCNC(=O)c2ccc([N+](=O)[O-])cc2)n1	1.18	12.7	-0.3	-9.8	-8.7	101.5	-1.6	0.1	106.0	-1.1
COc1cccc(NC(=S)NNC(=O)Cn2nc(C(F)F)cc2C(F)F)c1	1.14	5.1	0.0	0.5	3.5	102.1	-2.4	-0.2	101.0	-1.1
CC(=O)c1ccc(N2CCN(C(=O)C3CCCN(S(=O)(=O)c4c(C)[nH]c(=O)[nH]c4=O)C3)CC2)cc1 (stereo not drawn)	1.25	2.4	-0.1	12.0	8.4	95.7	3.5	0.4	94.3	0.8
CCOc1ccccc1N(CC(=O)Nc1cc(OC)ccc1OC)S(C)(=O)=O	0.99	1.3	0.2	-2.7	-0.9	97.2	3.7	0.2	101.7	0.6
N=c1n(CCN2CCOCC2)c2ccccc2n1CC(O)COc1ccccc1 (stereo not drawn)	0.99	-3.2	0.1	10.2	2.0	98.4	1.8	0.0	100.8	0.7
CC(Sc1nc(-c2ccccc2)cc(C(F)(F)F)n1)C(=O)Nc1ccc2c(c1)OCO2 (stereo not drawn)	1	16.9	-0.1	-8.7	-2.7	100.2	-0.2	0.3	100.1	-6.9
CCOC(=O)c1sc(Nc2nc3c(OC)cccc3s2)cc1C	0.77	19.1	-0.3	-5.5	-1.9	96.9	3.5	0.6	103.5	-3.6
Cc1c(C(=O)N2CCC(C)CC2)oc2ccc(S(=O)(=O)N3CCC4(CC3)OCCO4)cc12	0.92	/	-0.3	-2.1	2.9	104.8	-1.1	0.7	97.7	-6.2
Cc1cc(C)nc(SCC(=O)Nc2sc3c(c2C#N)CCC(C)C3)n1 (stereo not drawn)	/	-13.5	-0.1	14.4	15.1	97.4	4.1	0.5	90.4	/
Cc1cccc(CN2CCN(CC(=O)NCc3ccc(F)cc3)C2=O)c1	/	1.4	-0.3	11.5	8.0	103.6	-4.0	-1.8	97.4	/
CC1(C)CC(=O)C2=C(C1)NC(=O)CC2c1cc(F)ccc1F (stereo not drawn)	0.99	22.1	-0.6	1.1	1.4	96.1	4.2	-0.9	102.0	-9.2
COc1ccc(C2=NN(C(=O)CSC3=NN4CCCC(=O)N=C4S3)C(c3cccc(OC)c3OC)C2)cc1 (stereo not drawn)	1.06	-4.7	-0.3	-1.7	-5.9	97.8	0.9	-0.5	106.0	2.3
COc1ccc(-c2cc3ccccc3oc2=O)cc1NC(=S)NC(=O)c1ccc2c(c1)OCCO2	2.25	41.3	0.4	-5.3	-0.7	115.1	-16.7	1.8	107.2	-2.6
Cc1c(NC(=O)CN2CCC(C(N)=O)CC2)cccc1[N+](=O)[O-]	1.1	3.8	0.1	-0.5	4.7	101.0	-0.8	0.2	103.3	-0.4

Overlap with the part before: 3 entries, followed by the next part.
SMILES	NF-kB neuron act	APP 5'UTR act	Hsp70 activator	TLR4 MyD88 comp	STAT3 blocker	STAT1 activator	STAT1 blocker	Redox H2O2 prof	STAT3 act	HMGR II inh
COc1ccc(C2=NN(C(=O)CSC3=NN4CCCC(=O)N=C4S3)C(c3cccc(OC)c3OC)C2)cc1 (stereo not drawn)	1.06	-4.7	-0.3	-1.7	-5.9	97.8	0.9	-0.5	106.0	2.3
COc1ccc(-c2cc3ccccc3oc2=O)cc1NC(=S)NC(=O)c1ccc2c(c1)OCCO2	2.25	41.3	0.4	-5.3	-0.7	115.1	-16.7	1.8	107.2	-2.6
Cc1c(NC(=O)CN2CCC(C(N)=O)CC2)cccc1[N+](=O)[O-]	1.1	3.8	0.1	-0.5	4.7	101.0	-0.8	0.2	103.3	-0.4
Cc1ccc(C(=O)N2CCCC(c3nc4c(nnn4Cc4ccccc4)c(=O)[nH]3)C2)cc1 (stereo not drawn)	0.97	2.1	-0.3	0.4	3.3	101.0	-1.1	1.9	100.1	-3.7
CCOC(=O)c1cnc2c(cnn2C)c1Cl	0.99	5.8	-0.1	13.7	11.1	93.4	5.7	-1.9	96.1	0.3
CCOC(=O)Cn1c(=O)oc2cc(S(=O)(=O)Nc3ccc(N(CC)CC)cc3C)ccc21	1.05	5.9	-0.3	-10.1	-4.5	97.3	3.0	0.1	111.7	0.0
C=CCc1cccc2cc(C(=O)OCC)c(=O)oc12	1.34	-23.8	-0.2	3.7	15.1	100.7	-0.8	0.8	89.8	2.9
CCCCN1C(=S)NC[C@@H]1C(C)CC (stereo partly drawn)	0.9	-5.9	-0.2	-21.0	/	100.8	0.7	-0.1	/	1.7
O=c1cc(O)c2sc(Nc3ccc(F)cc3)nc2[nH]1	2.59	-3.0	-0.3	-9.8	14.1	95.5	5.0	0.3	90.3	-4.8
Clc1cnc(N/N=C/c2ccco2)c(Cl)c1	4.2*	154.9*	-0.2	-5.2	15.1	158.6*	-65.9	-0.4	86.0	0.5
CCOc1ccc(C(C)C)cc1S(=O)(=O)n1nc(C)cc1C	1.08	2.3	-0.1	-0.1	-0.8	103.7	0.3	-1.0	103.8	1.4
Nn1c(SCC(=O)Nc2ccccc2F)nnc1-c1cccnc1	0.95	8.6	-0.3	-1.8	3.0	102.7	-3.0	0.5	102.0	-1.2
CC(C)c1nc(NCc2ccccc2)c(C#N)c2c1CCCC2	1.17	7.3	-0.6	-12.1	9.9	93.3	7.5	0.1	97.3	-0.6
COCCNC(=O)NC(=O)COC(=O)C12CC3CC(CC(NC(C)=O)(C3)C1)C2	1.08	2.6	1.0	11.2	9.5	88.9	12.1	-0.1	98.2	-4.8
CN1CCN(C2=Cc3ccccc3Sc3cc(F)c(F)cc32)CC1	0.76	3.9	-0.3	6.8	26.2	100.2	-0.2	-0.7	81.0	-1.7
COCCOC(=O)C(C#N)c1nc2ccccc2nc1N1CCN(Cc2ccccc2)CC1 (stereo not drawn)	0.53	-11.4	-0.2	-10.2	8.7	96.7	2.4	-0.9	97.9	3.3
C=CCn1c(SCC(=O)NCCOC)nc2scc(-c3ccco3)c2c1=O	0.96	-16.8	0.0	7.0	-4.7	100.7	-0.7	0.7	106.3	-2.8
COc1ccc(S(=O)(=O)N2CCCCC2)cc1NC(=O)c1ccc([N+](=O)[O-])o1	1.07	-55.7	-0.1	9.0	7.3	99.4	-1.9	-0.3	95.6	-1.5
CC1CCN(CCCNC(=O)c2ccc3c(=O)n(Cc4ccc(Cl)cc4)c(=S)[nH]c3c2)CC1	1.04	7.7	-0.2	8.4	1.3	112.0	-10.9	-0.2	103.2	2.4
Cc1cccc(N(C)S(=O)(=O)c2cccc3nsnc23)c1	1.04	-3.5	-0.5	1.2	10.3	105.6	-4.7	-3.0	96.7	4.4
CCCc1ccc(OCC(=O)NNC(=O)c2cccnc2)cc1	1.4	14.4	-0.1	-3.1	17.0	104.9	-6.2	-0.2	94.6	-11.3
c1ccc2ncc(-n3cnnn3)cc2c1	0.75	-14.2	-0.3	17.5	-1.1	105.7	-6.2	2.4	104.4	-3.6
O=C(Nc1ccccc1)N1CCN(S(=O)(=O)c2ccccc2)CC1	1.24	3.2	1.1	0.2	2.3	93.7	4.8	0.2	103.7	-2.1
COc1cc(NS(=O)(=O)c2ccc(NC(=O)/C=C/c3ccc([N+](=O)[O-])cc3)cc2)ncn1	0.97	13.3	-0.5	4.8	4.5	97.8	1.1	-0.1	99.2	0.4
COc1ccc([N+](=O)[O-])cc1NC(=O)c1cn(-c2ccc(Cl)cc2)c(=O)c2ccccc12	0.76	-4.4	-0.4	0.2	2.3	107.4	-8.3	0.0	98.0	-1.9
Cc1ccc(NC(=O)CCn2cnc3cc(C)c(C)cc32)cc1	1.12	18.1	-0.1	0.9	-0.4	98.7	3.3	-0.6	101.5	-2.0
Cc1ccc(C(=O)OCc2nnc(-c3ccc(Br)cc3)o2)cc1	0.99	-7.5	0.0	-13.8	-2.1	103.9	-5.8	-0.3	103.4	-1.8
CCOC(=O)c1[nH]c(C)c(C(=O)NC2CCCCCC2)c1C	1.15	-4.6	-0.4	-4.6	2.6	107.5	-8.2	2.6	103.0	0.3
CC(C)(C)NC(=O)C1CCN(C(=O)c2ccc(Br)cc2)CC1	1.07	-2.6	0.4	7.0	2.8	102.6	-3.0	-0.8	99.5	-1.1
O=C(OCCCN=C1NS(=O)(=O)c2ccccc21)C1CC(=O)N(c2ccc(Cl)cc2)C1 (stereo not drawn)	1.31	-3.7	-0.2	-2.6	2.8	104.9	-2.6	-0.7	100.3	1.0
COc1cccc(C(C(=O)NC(C)(C)C)N(Cc2ccco2)C(=O)CCC(=O)Nc2cc(C)on2)c1OC (stereo not drawn)	1.36	0.9	-0.1	-8.8	10.2	96.2	3.7	0.1	95.8	-2.3
CN(C)S(=O)(=O)c1ccc(N2CCCC2)c(C(=O)Nc2nc(-c3cc(F)ccc3F)cs2)c1	1.21	7.1	-0.2	2.3	4.7	96.5	4.0	-0.4	96.0	-6.7
CCCS(=O)(=O)N1CCCC(C(=O)NC2CCCC(C)C2C)C1 (stereo not drawn)	1.3	2.5	-0.3	-2.7	6.4	96.2	4.1	0.8	97.0	0.5
CC1=CCC2C(=O)N(c3ccc(Br)cc3C)C(=O)C2C1 (stereo not drawn)	1.1	13.2	-0.3	0.9	-3.4	109.0	-9.7	1.1	104.5	-6.0
NC(=O)COc1ncnc2scc(-c3ccc(F)cc3)c12	0.87	-5.3	-0.1	-10.3	1.1	96.6	3.5	-1.2	100.7	-7.5
CC1COc2ccccc2N1S(=O)(=O)c1ccc(Cl)cc1 (stereo not drawn)	0.93	1.6	0.2	-0.8	-7.1	98.8	1.2	0.4	110.5	-1.9
O=S(=O)(NCCc1ccc2c(c1)OCCO2)c1cccs1	0.99	3.0	-0.1	8.5	3.1	107.3	-8.0	2.4	99.8	0.4
CCOCCCNC(=O)C(NC(=O)Cc1cccs1)c1ccc(Cl)cc1 (stereo not drawn)	0.99	13.0	-0.2	-2.6	11.8	105.9	-7.8	0.6	96.4	-3.5
Cc1nnc(SCc2ccc(CSc3nnc(C)c(=O)[nH]3)cc2)[nH]c1=O	1.2	-11.5	-0.2	1.6	5.8	102.6	-4.7	0.3	99.4	-0.1
